# USP2a inh – qHTS Assay for Inhibitors of Ubiquitin-specific Protease USP2a. USP2a enzymatic assay, qHTS inhibition. Potency, µM (series often up to 38.3 µM), for the others: at the top dose activity change, negative = inhibition, actives largely listed as inhibitors. actives 0.1% (n = 60,000). AID 927, 2007;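 further: potency means the concentration at half of the fitted maximal effect; nearly all actives have a fitted effect of over 60% in size; plate controls were DMSO for no effect and NEM full inhibition control for full effect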
#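 Coupled readout: USP2-cleaved Ub-PLA2 (20nM final) turns over NBD C6-HPC (20uM final), Ex 460nm/Em 535nm after 2.5 h, time-zero read flagging artifacts. Enzyme (20nM final, pH 8.0 Tris) given 30 min RT with compound first; NEM defines full inhibition.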
# BRCT PPI green – qHTS Assay for Inhibitors of BRCT-Phosphoprotein Interaction (Green Fluorophore) | Breast cancer type 1 susceptibility protein (Homo sapiens), P38398 | BRCA1 BRCT-phosphopeptide binding, green fluorescence polarization | Potency, µM (series often up to 76.9 µM), for the others: top-dose activity change, negative = inhibition, hits mostly inhibitors | actives 0.05% (n = 75,000) | AID 875, 2007;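 further: potency means the concentration at half of the fitted maximal effect; plate controls were peptide without protein for full effect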
#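 Fluorescence polarization: His-tagged BRCT (~35 kDa BRCA1 C-terminus, 250 nM) bound to 100 nM fluorescein-labeled phosphorylated 10-aa BACH1 peptide, pH 7.3 phosphate buffer with DTT and Tween 20. Compounds incubated 12 min at room temperature; inhibition read as lowered polarization.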
# Casp7 inh – qHTS Assay for Allosteric/Competitive Inhibitors of Caspase-7 | P55210 | recombinant caspase-7, Ac-DEVD-AFC fluorescence rate | Potency, µM (titrated, usually from 57.5 µM), without a hit: at the top dose activity change, negative = inhibition, usual class: inhibitors | actives 0.02% (n = 75,000) | AID 889, 2007; active means well fitted inhibition curve with a large enough effect in the main read-out, with a control signal flat, not every such curve was filed as active; inconclusive means small, poorly fitted or top-dose-only effect, or a change in a side signal; further: potency means the concentration at half of the fitted maximal effect; % of control where 0% means no effect
# ERK AVP block – qHTS Assay for Inhibitors of the ERK Signaling Pathway using a Homogeneous Screening Assay; HEK293-V1b, vasopressin-stimulated pERK AlphaScreen; Potency, µM (titrated, usually from 57.5 µM), for inactives: at the highest dose activity, negative = inhibition, most hits filed as inhibitors; actives 0.99% (n = 72,000); further: potency means the concentration at half of the fitted maximal effect; on the % scale 0 is the no-effect control and ±100 the full control effect; nearly all actives have a fitted effect of over 55% in size
#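 Phosphorylated ERK1/2 detected via AlphaScreen bead proximity in lysates of V1b-expressing HEK293 cells given 25 nM vasopressin for 5 min after 30 min compound exposure (37 °C). AC50 from Hill equation; basal DMSO 0%, vasopressin 100%.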
# HEK293 cAMP cs – qHTS Assay for Agonists of the Thyroid Stimulating Hormone Receptor: Activators of Intracellular cAMP Concentrations in Parental HEK 293; parental HEK293 CNG cAMP sensor, membrane potential fluorescence; Potency, µM (series often up to 57.1 µM), for inactives: top-dose activation, hits mostly activators; actives 2.5% (n = 73,000); AID 938, 2007; further: potency means the concentration at half of the fitted maximal effect; % of control where 0% means no effect; nearly all actives have a fitted effect of over 55% in size
#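 Parental HEK 293 cells stably expressing a modified CNG channel (no TSHR) report cAMP rise as membrane depolarization. Membrane potential dye with 100 uM RO 20-1724 was loaded for 60 min at room temperature, then compound added for 30 min; fluorescence read at 590 nm.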
# Caspase-1 inhib – qHTS Assay for Allosteric/Competitive Inhibitors of Caspase-1; AID 900, 2007; Caspase-1 enzyme, Ac-WEHD-AFC fluorogenic rate; P29466; actives 0.03% (n = 75,000); Potency, µM (top dose mostly 57.5 µM), inactives show at the top dose activity change, negative = inhibition, most hits filed as inhibitors;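 further: potency means the concentration at half of the fitted maximal effect; plate controls were vehicle for no effect and no substrate for full effect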
# Target sequence (P29466 120-297 limits assumed): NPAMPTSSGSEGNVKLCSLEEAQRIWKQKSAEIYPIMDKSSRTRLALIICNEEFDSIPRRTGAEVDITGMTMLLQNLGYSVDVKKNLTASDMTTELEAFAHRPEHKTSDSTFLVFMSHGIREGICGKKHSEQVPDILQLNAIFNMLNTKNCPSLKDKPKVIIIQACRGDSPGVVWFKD
# Target sequence (P29466 317-404 limits assumed): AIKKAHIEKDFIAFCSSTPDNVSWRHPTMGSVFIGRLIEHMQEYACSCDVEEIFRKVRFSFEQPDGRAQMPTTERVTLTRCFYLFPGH
# A350 autofl – qHTS Assay for Spectroscopic Profiling in A350 Spectral Region; actives 11% (n = 59,000); max dye-equivalent concentration, M; Compound autofluorescence, 340/450 nm, Alexa 350 dye-equivalents; active compounds read high; AID 590, 2007; in the data active means max dye-equivalent concentration above about 10 nM; inconclusive means mostly about 1.1 nM to 9.6 nM
# Tau fil binding – qHTS Assay for Tau Filament Binding. actives 2% (n = 71,000). Potency, µM (highest dose often 57.1 µM), inactives show at the top dose activity change, negative = inhibition. recombinant tau filaments, thioflavin S fluorescence, 15 h; filaments grown with octadecylsulfate alongside compound;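 further: potency means the concentration at half of the fitted maximal effect; on the % scale 0 is the no-effect control and ±100 the full control effect; actives lower thioflavin S fluorescence by blocking filaments or displacing dye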
# Target sequence (P10636 whole entry, looked up): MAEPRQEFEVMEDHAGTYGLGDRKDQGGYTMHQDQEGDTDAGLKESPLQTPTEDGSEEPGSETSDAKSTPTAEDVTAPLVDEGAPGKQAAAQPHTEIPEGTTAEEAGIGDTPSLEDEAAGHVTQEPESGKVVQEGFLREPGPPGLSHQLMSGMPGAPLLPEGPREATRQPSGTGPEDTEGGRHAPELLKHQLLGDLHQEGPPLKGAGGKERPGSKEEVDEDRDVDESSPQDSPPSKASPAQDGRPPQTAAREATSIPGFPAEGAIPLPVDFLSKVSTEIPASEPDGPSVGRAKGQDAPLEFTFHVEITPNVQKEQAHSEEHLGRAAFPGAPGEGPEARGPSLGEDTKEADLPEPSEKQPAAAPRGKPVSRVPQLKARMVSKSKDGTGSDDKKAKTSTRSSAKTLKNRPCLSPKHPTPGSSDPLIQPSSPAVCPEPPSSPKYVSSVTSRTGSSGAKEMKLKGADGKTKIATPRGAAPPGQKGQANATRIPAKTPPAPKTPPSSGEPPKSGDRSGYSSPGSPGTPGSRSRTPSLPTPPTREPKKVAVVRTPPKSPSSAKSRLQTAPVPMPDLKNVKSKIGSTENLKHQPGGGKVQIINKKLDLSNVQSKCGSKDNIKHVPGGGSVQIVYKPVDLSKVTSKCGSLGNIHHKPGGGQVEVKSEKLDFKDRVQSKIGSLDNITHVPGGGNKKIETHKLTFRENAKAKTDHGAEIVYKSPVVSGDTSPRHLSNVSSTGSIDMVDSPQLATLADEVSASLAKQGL
#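 Assay mix: 1 uM His-tagged tau, 30 uM sodium octadecylsulfate, thioflavine S dye in HEPES/NaCl/DTT buffer. Compound is added prior to the inducer. Fluorescence after 15 h at 37 C.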
# CRE Fsk mod – Cell signaling CRE-BLA (Fsk stim); CHO CRE-bla reporter (cAMP response element driving beta-lactamase), forskolin EC10, beta-lactamase ratio; Potency, µM (titrated, usually from 38.2 µM), for inactives: top-dose activity change, negative = inhibition, most hits filed as activators; actives 2.5% (n = 71,000); AID 662, 2007; active means well fitted activation curve with a large enough effect in the signal ratio, with a control signal flat, not every such curve was filed as active; inconclusive means small, poorly fitted or top-dose-only effect, or effect the other way, or a change in a side signal; the % refers to the signal ratio; further: potency means the concentration at half of the fitted maximal effect; % of control where 0% means no effect
#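 Beta-lactamase reporter under a cAMP responsive element in CHO cells; compounds tested in titration series against EC10 NKH 477, 3 h at 37 °C. Read-out: CCF4 FRET ratio 460nm/530nm (excitation 405nm) giving %Activity, fitted to AC50.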
# BRCT PPI red – qHTS Assay for Inhibitors of BRCT-Phosphoprotein Interaction (Red Fluorophore); Breast cancer type 1 susceptibility protein (Homo sapiens), P38398; BRCT-phosphopeptide binding, red fluorescence polarization; Potency, µM (top dose mostly 76.9 µM), for the others: at the highest dose activity change, negative = inhibition, actives largely listed as inhibitors; actives 0.03% (n = 75,000); further: on the % scale 0 is the no-effect control and ±100 the full control effect
#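 Fluorescence polarization: 100 nM His-tagged BRCA1 BRCT with 100 nM TAMRA-labelled phospho-BACH1 decapeptide, phosphate buffer pH 7.3 with 150 mM NaCl, DTT, 0.01% Tween 20; 12 min RT. Binding inhibition seen as FP decrease.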
# FLuc inh – qHTS Assay for Inhibitors of Firefly Luciferase; purified firefly luciferase, luminescence, 8 min; Potency, µM (series often up to 57.1 µM), for the others: at the top dose activity change, negative = inhibition, usual class: inhibitors; actives 2.2% (n = 72,000); further: potency means the concentration at half of the fitted maximal effect; on the % scale 0 is the no-effect control and ±100 the full control effect; nearly all actives have a fitted effect of over 40% in size
#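 Compounds were tested as concentration series (qHTS) against purified P. pyralis luciferase with luciferin and 10 uM ATP in 50 mM imidazole pH 7.2, 50 mM KCl, 7 mM MgCl2, 0.01% Tween 20, 0.05% BSA. Luminescence was read after 8 min at ambient temperature.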
# Numbers without * were called inactive; i = inactive; ? = inconclusive; . = not tested or not shown; [ ] = another dose, or the depositor's remark. Unless noted, the call rests on the fitted dose curve; in most records, active means well fitted curve in the direction sought with a large enough effect; inconclusive means small, poorly fitted or top-dose-only effect, or another doubt; inactive means no such curve, though single readings can be large; an effect the other way counts as inactive or inconclusive.
no.	mol	USP2a inh	BRCT PPI green	Casp7 inh	ERK AVP block	HEK293 cAMP cs	Caspase-1 inhib	A350 autofl	Tau fil binding	CRE Fsk mod	BRCT PPI red	FLuc inh
1	O=C1c2ccccc2C(Cc2ccncc2)(Cc2ccncc2)c2ccccc21	.	-4.8%	1%	-8%	3.2µM*	2%	.	?	-26%	-1.1%	0%
2	C=CCn1c(SCC(=O)c2cc(C)n(CC3CCCO3)c2C)nnc1-c1ccccc1 (stereo unspecified)	13%	-0.6%	-1%	13%	?	4%	i	-1%	-2%	0.3%	-8%
3	O=c1[nH]c(-c2cccs2)nc2ccccc12	-4%	-2.0%	0%	-12%	4%	-2%	i	21%	-6%	1.3%	-2%
4	COc1ccccc1NC(=O)Cn1cnc2c1c(=O)n(C)c(=O)n2C	9%	-4.1%	0%	-14%	16%	-2%	.	2%	15%	0.0%	3%
5	O=C(Nc1nccs1)C12CC3CC(C1)CC(C(=O)Nc1nccs1)(C3)C2	22%	-0.6%	-1%	-23%	-15%	1%	.	-5%	?	-1.1%	-1%
6	CCCCOC(=O)c1ccc(NC(=O)C(CCS(C)(=O)=O)NC(C)=O)cc1 (stereo unspecified)	-13%	-0.7%	0%	-5%	-1%	1%	i	4%	0%	-1.5%	-2%
7	CCN(CC)S(=O)(=O)c1cccc(-c2nnc(C(=O)c3ccc(C(F)(F)F)cc3)o2)c1	35%[activator]	-0.6%	-1%	-3%	-11%	1%	?	16µM*	-5%	-1.0%	0%
8	COc1cccc(-c2ccc3ncnc(N4CCOCC4)c3c2)c1	36%[activator]	1.5%	-2%	?	16%	-3%	?	-1%	7%	-2.9%	0%[2.29 µM]
9	COc1ccc(CCNc2oc(-c3ccc(OC)c(OC)c3)nc2C#N)cc1	19%	-0.2%	-3%	?	-23%	-1%	3e-08M*	18%	?	-0.3%	-6%
10	CN(C)c1ccc(-c2cncnc2-n2ccnc2)cc1	-2%	0.3%	-1%	16µM*	3%	0%	4.8e-08M*	-16%	-21%	1.3%	1%[2.29 µM]
11	[N-]=[N+]=Nc1ccc(C(=O)CSC[C@@H](NC(=O)CC[C@@H](N)C(=O)O)C(=O)NCC(=O)O)cc1	-1%	-1.1%	1%	12%	19%	2%	i	1%	-1%	-3.7%	0%
12	C#CCn1cnc2c(cnn2-c2ccc(C)c(C)c2)c1=O	6%	-1.0%	0%	10%	12%	2%	i	10%	-13%	0.0%	-8%
13	Cn1nnnc1SCC(=O)Nc1ccc(Oc2ccccc2)cc1	3%	-0.8%	0%	-3%	11%	-1%	i	5%	-3%	1.6%	0%
14	Nc1nc(-c2ccc3c(c2)OCCO3)cs1	10%	-2.3%	0%	-21%	-10%	0%	i	3%	3%	-0.2%	25µM*
15	O=C(Nc1ccccc1)N1CCn2c(nc3ccccc32)C1	1%	-2.8%	-1%	-22%	0%	-10%	i	-6%	-9%	-0.8%	-1%
16	CCOCCOC(=O)C1=C(C)N(C)C(=O)NC1c1cc(Cl)c(O)c(OCC)c1 (stereo unspecified)	10%	-0.1%	0%	-6%	1%	3%	i	2%	9%	0.5%	-1%
17	Cn1c(=O)c2c(nc(CN3CCN(c4ccccc4)CC3)n2CCN2CCOCC2)n(C)c1=O	7%	-0.3%	-2%	-21%	-4%	-2%	i	-4%	1%	0.3%	0%
18	Cc1cccc(NC(=O)c2cc3c(n(-c4ccccc4)c2=O)CCCC3=O)n1	-7%	0.4%	-1%	-15%	7%	-1%	i	-11%	5%	0.9%	4%
19	COC(=O)CSc1nnc(CNC(=O)c2cccc(C)c2)n1-c1ccccc1OC	5%	2.4%	3%	7%	8%	2%	i	4%	3%	-1.0%	-3%
20	Cc1csc(NC(=O)c2cccc(Cn3nc(C)c(Br)c3C)c2)n1	49%[activator]	-0.8%	-4%	?	30%	-3%	i	3%	?	-0.1%	1%
21	c1ccc(N=P(N2CCOCC2)(N2CCOCC2)N2CCOCC2)cc1	-4%	-3.5%	-2%	-2%	5%	-1%	i	4%	-4%	-4.1%	4%
22	O=C(CN1C(=O)C2CCCCN2C(=O)c2ccccc21)N1CCCc2ccccc21 (stereo unspecified)	11%	2.2%	1%	-7%	12%	-1%	i	-6%	-3%	0.5%	3%
23	O=C(Cl)c1c(Cl)cccc1Cl	.	1.0%	1%	11%	16%	-3%	.	0%	-12%	3.1%	.
24	Cc1ccc(C(=O)N2CCN(C3CCCCC3)CC2)s1	.	0.4%	-2%	.	-12%	3%	.	.	.	-1.1%	.
25	CCO/C=C/C(O)(CNC(=O)COc1ccccc1F)C(F)(F)F (stereo unspecified)	1%	0.4%	0%	-12%	13%	3%	i	-5%	-8%	-1.1%	1%
26	CCOc1ccccc1CNC(=O)C1CCN(c2nc3ccccc3o2)CC1	7%	-2.0%	0%	-10%	5%	0%	?	18%	-11%	0.4%	2%
27	C[C@@H]1C=C[C@](Cc2ccccc2)(C(=O)NCCN2CCOCC2)N1C(=O)c1ccccc1	.	-2.0%	-1%	21%	16µM*	0%	.	2%	-2%	0.3%	.
28	O=C(c1n[nH]c(=O)c2ccccc12)N1CCN(c2ccccc2)CC1	2%	-0.2%	0%	21%	?	-2%	i	-9%	-9%	0.0%	0%
29	O=C(CSCc1ccco1)c1cccs1	13%	0.8%	-8%	11%	-7%	0%	i	-4%	?	-0.4%	?
30	CN1CCN(CCCC(=O)c2ccc(F)cc2)CC1	-8%	-1.6%	1%	0%	?	1%	i	-2%	1%	-0.9%	3%

# Just BRCT PPI green, for some of the entries so far:
no.	SMILES	BRCT PPI green
29	O=C(CSCc1ccco1)c1cccs1	0.8%
30	CN1CCN(CCCC(=O)c2ccc(F)cc2)CC1	-1.6%

# (cont.)
no.	mol	USP2a inh	BRCT PPI green	Casp7 inh	ERK AVP block	HEK293 cAMP cs	Caspase-1 inhib	A350 autofl	Tau fil binding	CRE Fsk mod	BRCT PPI red	FLuc inh
31	COc1cccc(Nc2ncc(C(=O)O)c3ccccc23)c1	-20%	-0.3%	0%	29%	-3%	-3%	?	?	-16%	-0.6%	-4%
32	COC(=O)c1cc2ccsc2n1CC(=O)Nc1cc(Cl)ccc1OC	49%[activator]	0.1%	-3%	5%	?	-5%	?	76%	-9%	-0.7%	0%
33	CCCCN(C)CCNC(=O)Cn1ncc2c(=O)oc3ccc(C)cc3c21	.	-2.5%	-1%	-6%	-8%	-4%	.	4%	3%	-0.5%	2%
34	CCC(=O)n1nc(-c2ccco2)nc1N	2%	-0.5%	-6%	-14%	-8%	1%	i	4%	7%	-0.3%	2%
35	O=C(Nc1cccc(F)c1)C1CC(=O)N(c2ccc(Br)cc2)C1 (stereo unspecified)	9%	0.1%	0%	?	10%	1%	i	8%	-1%	0.7%	3%
36	Cn1c2ccccc2c2c(C(=O)N3CCN(c4ccccc4)CC3)cn(C3CCCC3)c(=O)c21	14%	-1.5%	-1%	-6%	2%	-3%	1.3e-08M*	8%	-2%	-0.8%	-2%
37	CCC(=O)c1ccccc1OCCCN1C(=O)NC(C)(C)C1=O	-10%	-1.8%	-1%	-7%	9%	0%	i	1%	10%	0.6%	0%
38	O=C(CSc1nnc(-c2cccs2)n1-c1ccccc1)NCc1ccco1	0%	1.9%	-2%	8%	23%	-4%	1.1e-08M*	18%	?	0.1%	-1%
39	Cc1ccccc1CN1CCN(CC(=O)NCc2ccco2)C1=O	10%	-1.6%	-1%	1%	9%	1%	i	0%	?	-2.2%	-2%
40	Cc1ncc(CSc2nnnn2-c2ccccc2)c(N)n1	8%	-4.2%	-1%	-8%	11%	5%	i	-7%	0%	-0.5%	-1%
41	Cc1cc(NCCCN2CCOCC2)n2nc(C)c(-c3ccccc3)c2n1	9%	-0.6%	-11%	-1%	0%	-1%	?	0%	?	1.7%	-2%

# Screening results deposited in PubChem BioAssay by National Center for Advancing Translational Sciences (NCATS).
